Bioassay records deposited in PubChem by several laboratories.
ADAM10 inh – inhibits human ADAM10. O14672. recombinant ADAM10, EDANS/DABCYL FRET peptide cleavage, 3 h. inhibition, % at 7 µM. 370,000 tested, 0.62% active. AID 720582;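 active = inhibition above a per-campaign cutoff equal to the mean of compounds falling between control-based bounds plus 3 SD, cut at about 20% in these data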;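 note: 0% = DMSO wells while the 100% control is not disclosed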
Target sequence (O14672 214-748 limits assumed): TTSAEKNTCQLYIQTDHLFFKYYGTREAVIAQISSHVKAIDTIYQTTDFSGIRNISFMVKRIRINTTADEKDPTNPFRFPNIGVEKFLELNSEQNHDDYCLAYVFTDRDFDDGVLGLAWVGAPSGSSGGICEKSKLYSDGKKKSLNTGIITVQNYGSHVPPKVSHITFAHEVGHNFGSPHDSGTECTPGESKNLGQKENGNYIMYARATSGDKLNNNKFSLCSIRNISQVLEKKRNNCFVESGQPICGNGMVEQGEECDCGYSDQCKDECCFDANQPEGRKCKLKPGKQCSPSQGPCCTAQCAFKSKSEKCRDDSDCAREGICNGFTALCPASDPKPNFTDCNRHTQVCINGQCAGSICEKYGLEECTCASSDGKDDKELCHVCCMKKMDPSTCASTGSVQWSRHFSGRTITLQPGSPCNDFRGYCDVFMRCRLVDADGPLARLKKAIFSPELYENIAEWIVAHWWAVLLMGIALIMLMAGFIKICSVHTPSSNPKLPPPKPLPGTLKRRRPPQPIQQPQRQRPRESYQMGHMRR
PG9 Ab binder – binds the HIV-1 gp120 antibody PG9 | TR-FRET gp120-PG9 antibody binding | inhibition, % at 6.7 µM | 360,000 tested, 0.43% active | AID 624416; in the data active = inhibition above about 8.5%
ssDAF12 agonist – activators of S. stercoralis DAF-12 nuclear receptor | 370,000 tested, 1% active | AID 652126 | HEK293 ssDAF-12/GRIP1 lit1-tk-luc reporter, luminescence; % of 3 µM dafachronic acid response | activation, % at 6.8 µM;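 active = activation above the mean over all tested compounds plus 3 SD, cut at about 0.9% in these data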;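 note: 0% = DMSO-only wells and 100% = 3 µM delta7-dafachronic acid wells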
DAX1 inh-1 – DAX1 (NR0B1) inhibition, primary screen; AID 652010; 370,000 tested, 1.1% active; HEK293T StAR-luciferase reporter, SF-1/DAX-1 repression relief; inhibition, % at 6.8 µM;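 active = inhibition above the mean over all tested compounds plus 3 SD, cut at about 3.6% in these data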;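 note: 0% = DAX-1 cells with DMSO and 100% = cells lacking DAX-1 with DMSO; higher inhibition means more luminescence from relief of DAX-1 repression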
hgDAF-12 ag – agonists of H. glycines DAF-12 nuclear receptor; HEK293 GAL4-hgDAF12 UAS-luciferase reporter, agonist luminescence; normalized to butyrate control; 370,000 tested, 1.8% active; activation, % at 6.8 µM;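 active = activation above a cutoff set at the mean of all screened compounds plus 3 SD, cut at about 10% in these data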;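 note: 0% = DMSO wells and 100% = sodium butyrate wells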
DAX1 inh-2 – inhibitors of human orphan nuclear receptor DAX1 (NR0B1) | P51843 | HEK293 Gal4-DAX1 luciferase reporter, luminescence | inhibition, % at 6.75 µM | 340,000 tested, 0.99% active | AID 504766;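 active = inhibition above the mean over all tested compounds plus 3 SD, cut at about 4.2% in these data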;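 note: 0% = DAX1-transfected cells with DMSO and 100% = empty-vector control cells with DMSO; inhibition shows as a rise in luminescence from relieved DAX1 repression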
Target sequence (P51843 207-470 limits assumed): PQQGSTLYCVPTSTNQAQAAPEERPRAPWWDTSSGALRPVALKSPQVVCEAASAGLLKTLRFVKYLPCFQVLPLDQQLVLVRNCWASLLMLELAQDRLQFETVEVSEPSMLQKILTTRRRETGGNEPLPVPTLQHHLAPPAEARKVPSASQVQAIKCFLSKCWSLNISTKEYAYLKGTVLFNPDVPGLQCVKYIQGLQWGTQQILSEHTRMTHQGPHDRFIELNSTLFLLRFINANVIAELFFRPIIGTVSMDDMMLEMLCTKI
FXN GAA850 act – activators of GAA850 frataxin (FXN) promoter; HEK293 lucGAA850 FXN promoter luciferase reporter, 24 h; percent of 10 µM SAHA response; activation, % at 6 µM; 360,000 tested, 0.56% active;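 active = activation above the average of all compounds screened plus 3 SD, cutoff fixed separately per campaign, cut at about 7.5% in these data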;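 note: 0% = DMSO wells and 100% = 10 µM SAHA wells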
hcDAF12 agonist – activates DAF-12 receptor from parasite H. contortus; activation, % at 6.8 µM; 370,000 tested, 1.4% active; AID 652067; HEK293 hcDAF-12 lit1-tk-luc reporter, luminescence; 0% DMSO, 100% Δ7-dafachronic acid;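 active = activation above the mean of all tested compounds plus 3 SD, cut at about 5.5% in these data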;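 note: 100% = response to 3 µM Δ7-dafachronic acid high control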
SMARCA2 act – activators of SMARCA2 function; 370,000 tested, 1% active; MG213 cells, MMTV-luciferase reporter, dexamethasone, overnight; activation, % at 9.1 µM; in the data active = activation above about 7.8%;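 note: 0% = vehicle wells and 100% = reference activator wells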
ADAM17 inh – inhibitors of human ADAM17; P78536; recombinant ADAM17, EDANS/DABCYL FRET peptide cleavage; inhibition, % at 6.95 µM; 370,000 tested, 0.83% active; AID 720648;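 active = inhibition above the mean of compounds lying between control limits plus 3 SD, set per campaign, cut at about 8.5% in these data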;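 note: 0% = DMSO-only wells as the low control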
GC-A act – GC-A (human) enzyme activation | P16066 | HEK293 GC-A cells, cGMP TR-FRET, EC30 ANP; 0% at EC30 ANP, 100% saturating ANP | activation, % at 10 µM | 370,000 tested, 0.14% active; in the data active = activation above about 40%
* marks the source's active call; other numbers are inactive results; i = inactive; / = not tested or not shown.

SMILES	ADAM10 inh	PG9 Ab binder	ssDAF12 agonist	DAX1 inh-1	hgDAF-12 ag	DAX1 inh-2	FXN GAA850 act	hcDAF12 agonist	SMARCA2 act	ADAM17 inh	GC-A act
CC(C)(C)Oc1ccccc1Nc1nc(NCCO)nc(N2CCCC2)n1	1	-0.2	-1.8	-1.1	-2.8	-0.8	1.4	-1.9	1	3	1
O=C(COC(=O)c1cccc(F)c1)Nc1ccc2c(c1)OCCO2	-4	0.7	-0.3	-1.1	1.6	0.6	2.1	0.0	4	-1	-1
COc1ccc(CNS(=O)(=O)c2cc(-c3cc(C)no3)ccc2C)cc1OC	-4	0.1	-1.7	-3.6	-2.5	1.8	0.6	-1.5	-4	0	0
COc1cc(/C=C/c2ccc3cccc(O)c3n2)cc(Br)c1OC	-5	-1.7	-0.2	0.5	12*	1.7	9.2*	0.5	8.4*	-3	-1
O=c1c2ccccc2c(/C=N/c2n[nH]c(CCCO)n2)c(O)n1-c1ccccc1Cl	i	-1.5	-1.4	-0.6	-1.0	1.1	1.8	-1.4	7	-245	4
CCC1(C)Cc2c(sc3nc(SCC(=O)O)[nH]c(=O)c23)CO1 (configuration not stated)	-62	-0.4	-1.3	0.9	1.7	-0.3	1.0	-1.2	-4	-16	2
CN(c1ccccc1)S(=O)(=O)c1ccc(C(=O)N2CCN(c3ccccc3F)CC2)cc1	-13	0.3	-1.1	-0.4	2.2	-0.5	0.2	0.3	0	-3	0
Cc1sc2ncnc(SCC(=O)Nc3ncccc3O)c2c1C	-31	0.8	-1.2	0.2	-2.0	0.9	0.5	-2.0	-1	-7	2
CCNS(=O)(=O)c1ccc(CCC(=O)NC2CCCC2)cc1	6	1.6	-1.4	0.3	1.7	2.5	0.3	3.0	3	-1	3
CCN(c1ccccc1)S(=O)(=O)c1cc2c3c(c1)CCN3C(=O)CC2	-1	-2.8	-1.1	1.5	0.3	0.2	2.6	-0.6	-3	-2	3
Nc1ccc2c(c1)OCCOCCOCCOCCOCCO2	-72	-4.2	-0.8	-1.3	-1.1	-0.3	1.6	2.2	-3	-20	-5
CCOC(=O)Cn1ccc(-c2ccccc2)c(C#N)c1=O	-46	-2.7	-1.2	-0.1	-0.6	-1.1	-0.3	-0.1	7	-15	/
O=C(O)C1CCN(C(=O)CSc2nnc(-c3ccccc3)o2)CC1	-9	2.5	-1.5	-0.2	-1.3	1.2	-0.4	-1.6	2	1	2
CC1(C)OC2C(CO)OC(n3cnc4c(=S)nc[nH]c43)C2O1 (configuration not stated)	2	-1.7	-1.8	-0.2	-0.2	0.2	0.6	-0.6	-2	-3	18
On1c(-c2ccc(Cl)cc2)nc2ccccc21	-6	-3.3	-0.3	1.7	11*	/	4.8	3.3	2	0	0
C/C(=N\NC(=S)Nc1ccc(C(C)C)cc1)c1ccc2c(c1)OCO2	2	-1.5	-1.3	0.3	4.2	1.5	3.5	2.6	-1	-1	0
COc1ccccc1OCCn1cc(C(=O)C(C)C)c2ccccc21	-4	-2.2	-2.0	-0.1	-1.0	-1.9	-1.2	-3.4	-3	-1	-3
Cc1nn(-c2nc(-c3ccco3)cc(C(F)(F)F)n2)c(C)c1Br	-8	0.0	-1.3	-0.2	-0.3	4.7*	1.8	-2.2	-2	-4	-4
CCC(C)(C)NC(=O)C1CCN(c2nc(C)cc(C)n2)CC1	-23	-2.1	-0.5	-0.8	3.0	0.5	0.8	-1.1	-4	-4	-5
Nc1ccn([C@@H]2O[C@H](CNCc3cccc(OC4CCCC4)c3)[C@@H](O)[C@H]2O)c(=O)n1	2	-0.6	-1.0	0.5	-0.6	0.6	-1.3	0.0	-2	2	0
COc1ccc(CNC(=O)C2CCCN(S(=O)(=O)c3ccc4c(c3)C(C)(C)C(=O)N4C)C2)cc1 (configuration not stated)	-5	0.6	-1.6	-0.5	-0.8	1.6	0.2	-1.7	-1	-1	0
CN(C(=O)c1ccc2c(c1)SC1=NS(=O)(=O)CCN12)C(c1ccccc1)c1ccccc1	3	-1.9	-1.4	-0.1	-5.0	-2.1	2.7	-3.2	10*	2	7
Cc1cc(C)cc(NC(=O)CCCN2C(=O)C(c3ccccc3)Oc3cccnc32)c1 (configuration not stated)	9	-0.6	-1.4	-0.5	-0.4	-2.7	2.3	-2.4	-3	1	-16
COC(=O)c1ccc(/C=C/C(=O)c2cccc(OC)c2)cc1	6	-0.9	-0.9	0.4	4.5	2.2	4.9	-2.2	4	3	-5
Cc1cccc(C(=O)NCc2nnc(SCC(=O)NC3=NCCS3)n2C)c1	-2	-0.4	-0.3	0.4	0.7	2.4	-2.2	0.2	-2	-1	-1
CC1=Nc2cc(C(=O)NCC3CCCO3)ccc2Sc2ccc(C)cc21 (configuration not stated)	0	1.1	-0.6	0.1	1.2	-0.1	-2.9	-0.1	-2	-4	2
COc1cccc(C2/C(=C(/O)c3ccc4c(c3)CC(C)O4)C(=O)C(=O)N2c2nnc(C)s2)c1 (configuration not stated)	-4	1.2	-0.9	0.1	1.6	-0.2	1.0	0.4	-2	0	1
Cc1ccc(NC(=O)C2CCCN(c3nnc(-n4cccc4)s3)C2)cc1C (configuration not stated)	-7	/	-0.5	0.0	1.1	/	/	0.3	-3	-3	0
FC(F)(F)COc1nc(OCC(F)(F)F)nc(N2CCN(c3ccccc3)CC2)n1	4	-1.5	-1.1	-0.8	4.5	1.0	1.0	-2.3	-1	-3	-4
CCCCC(=O)Nc1cccc(C(=O)N/N=C/c2ccc(OC)cc2OC)c1	-4	-1.0	-0.8	-0.5	1.2	-0.1	1.7	-1.6	-1	2	0
Cc1cc(NC(=O)c2ccc3c(c2)C(=O)N(C(C)(C)C)C3=O)no1	3	-1.3	-1.0	0.0	-2.5	1.1	-1.0	-2.1	5	-5	-2
Cc1ccc(SCC(=O)Nc2cc(C)on2)cc1	1	0.7	-1.2	-0.2	2.7	-0.9	-1.2	-1.7	4	-3	3
Cc1cccc(OCc2nc(C#N)c(NCCN(C)C)o2)c1	-3	0.7	-1.1	0.5	2.0	0.1	0.8	-1.2	4	-1	-2
Nc1cc(-c2nn[nH]n2)ccc1F	-5	-0.6	-0.8	-0.2	1.5	0.7	2.3	0.9	2	-1	-1
C=Cc1ccc(Cn2nc(-c3ccccc3)ccc2=O)cc1	5	-1.0	-1.1	0.1	0.3	0.4	-0.6	-1.7	0	3	2
O=C1CCc2cc(S(=O)(=O)NCCC(=O)N3CCN(c4cccc(Cl)c4)CC3)ccc2N1	2	0.6	-1.1	-1.2	-0.9	-0.1	-0.5	-2.2	-4	-2	-3
CC(=O)Nc1ccc(S(=O)(=O)N2CCN(CC(=O)N3CCOCC3)CC2)cc1	-6	-0.3	-1.7	-0.3	0.3	/	0.8	3.1	0	-1	-1
Cc1nc2ccc(NC(=O)[C@@H](NC(=O)c3c(F)cccc3F)C(C)C)cc2s1	-16	-1.5	-0.3	-0.2	-0.3	-0.5	3.4	2.9	1	-5	0
CN(CC(=O)Nc1ccc(F)cc1)CC(=O)N1CCCCCC1	-1	-0.1	-0.5	2.3	5.3	0.0	-0.1	1.7	-2	-2	0
COc1ccc2cc3c(N)c(C(=O)N4CCCC4)sc3nc2c1	i	6.1	-1.3	0.0	4.0	/	/	-1.4	0	-245	1
CCOC(=O)C(C)Sc1nc(N2CCOCC2)c2c(c1C#N)CC(C)(C)OC2 (configuration not stated)	-8	-1.6	-1.7	-0.4	-0.8	/	0.6	-1.9	0	-2	24
CCN(C(=O)COC(=O)c1c(-c2ccccc2)noc1C)c1c(N)n(Cc2ccccc2)c(=O)[nH]c1=O	4	-1.7	-1.1	-0.7	2.2	1.2	-0.6	1.6	-1	4	-1
CCN=C1NC(c2ccc(F)cc2)C(C(=O)OC)=C(C)N1Cc1cccc(C(F)(F)F)c1 (configuration not stated)	-5	1.5	-0.8	1.5	-0.9	/	/	-0.3	-6	-2	-15
Nc1nnc(SCc2ccccc2)n1-c1ccccc1	6	-1.2	-1.0	0.4	1.5	2.5	-1.3	0.1	-1	-1	4
O=C(COCc1ccccc1)N1CC[C@H]2[C@H](CCCN2Cc2ccccc2)C1	1	/	-1.2	-0.2	1.6	/	/	-2.5	0	-1	3
Cc1cccc(-n2c(O)c(C=NCCCN3CCOCC3)c3ccccc3c2=O)c1	-145	-0.8	-1.2	0.0	-1.4	-0.8	2.5	0.6	1	-49	1
CC1(C)OC2C(O1)[C@@H](CO)O[C@H]2n1cnc2c(N)ncnc21 (some centres not stated)	-12	-1.4	-1.0	-0.1	0.1	0.4	1.1	-0.3	-4	-7	-1
CCCCCCOC(=O)Nc1ccc(S(=O)(=O)Nc2cccc([N+](=O)[O-])c2)cc1	18	-2.3	-1.5	0.5	3.1	0.6	-1.3	-2.1	-1	8	0

A few values from the list:
DAX1 inh-1 with CCN=C1NC(c2ccc(F)cc2)C(C(=O)OC)=C(C)N1Cc1cccc(C(F)(F)F)c1 (configuration not stated) is entered as 1.5
ssDAF12 agonist with Cc1nc2ccc(NC(=O)[C@@H](NC(=O)c3c(F)cccc3F)C(C)C)cc2s1 is entered as -0.3

(continued)
SMILES	ADAM10 inh	PG9 Ab binder	ssDAF12 agonist	DAX1 inh-1	hgDAF-12 ag	DAX1 inh-2	FXN GAA850 act	hcDAF12 agonist	SMARCA2 act	ADAM17 inh	GC-A act
Cc1cc(=O)oc2cc3c(cc12)OCO3	i	0.0	-0.6	-0.2	1.2	1.1	-0.9	-1.6	-3	i	1
CC(C)(C)C(=O)N1CCN(S(=O)(=O)c2ccc3c(c2)OCCCO3)CC1	3	-0.4	-1.4	-1.7	-1.3	-0.9	-3.0	-1.7	-1	1	2
O=C(c1ccccc1)N1N=C(C(F)(F)F)CC1(O)c1ccccc1O (configuration not stated)	9	-2.9	-1.0	0.2	2.0	2.1	3.3	0.4	2	0	-2
Oc1[nH]c2ccccc2c1N=Nc1ccccc1Cl	-10	-0.3	2.5*	1.7	7.5	3.4	4.3	3.8	1	-2	-1
OCCN=C1CCCc2c1[nH]c1ccc(Br)cc21	-2	0.2	-1.1	-0.4	1.0	1.1	3.1	-0.5	-1	0	9
CCCOc1ccc(Oc2ccc(S(=O)(=O)N3CCN(C)CC3)cn2)cc1	8	1.9	-1.9	-2.0	-2.8	-1.4	1.4	-2.1	-3	1	-1
COc1ccc(CCNC(=O)c2cc(-c3cc(C)c(C)cc3O)n[nH]2)cc1OC	12	-0.9	-2.0	-1.4	-0.8	-1.0	-1.9	-3.5	-1	2	9
COc1ccc(Cl)cc1-n1c(=S)sc2c(=O)[nH]c(SCC(=O)NCCC(C)C)nc21	8	-0.1	-1.1	-0.1	0.2	2.4	2.2	0.5	2	3	2
COc1cccc(-c2nc(NC3CCCC3)c3ccccc3n2)c1O	9	-0.2	-0.6	-0.9	0.5	-1.2	3.5	0.8	-2	7	25
COc1ccc([N+](=O)[O-])cc1NC(=O)C1(c2ccc(OC)c(OC)c2)CCOCC1	0	-1.6	-1.0	-0.3	-2.4	/	4.6	-1.2	1	-1	2
Cc1ccc(-c2nc(NCCCO)c3ccccc3n2)cc1	2	-0.8	-0.3	-0.3	4.0	1.1	3.1	4.1	0	0	11

Outcome played no part in choosing rows. About 6.8% of those tested had a hit in this group.
